# RPL19A TOR yeast: yeast TOR pathway RPL19A-GFP modulation. S. cerevisiae RPL19A-GFP strain, flow cytometry, 3 h; active compounds read low. percent response vs DMSO, % at 10 µM. 0.3% of 330,000 active;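 active means percent response vs DMSO below 50%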;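 further: median channel GFP fluorescence of the barcoded RPL19A-GFP strain; ratio of sample median GFP to plate DMSO average so 100% = DMSO; lower means less RPL19A-GFP as with rapamycin TOR inhibition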
# LAP4-GFP MLPCN: modulators of TOR pathway LAP4-GFP in S. cerevisiae | S. cerevisiae LAP4-GFP multiplex, flow cytometry GFP, 3 h; median GFP as percent of DMSO wells | GFP response vs DMSO, % at 10 µM | 0.34% of 320,000 active | AID 2023;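 active means GFP response vs DMSO above a set limit, about the screen mean plus 3 SD, cut at about 150% in these data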
# MEP2-GFP yeast: alters MEP2-GFP fluorescence in TOR pathway yeast screen; GFP response vs DMSO, % at 10 µM; 0.51% of 330,000 active; S. cerevisiae MEP2-GFP strain, flow cytometry GFP, 3 h; 100% = DMSO control level;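 active means GFP response versus DMSO above a set limit, roughly screen mean plus 3 SD, cut at about 180% in these data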;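 further: median GFP fluorescence of the barcode-gated MEP2-GFP cells per well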
# proCasp3 act: activates human procaspase-3; recombinant procaspase-3 D3A, Ac-DEVD-pNA absorbance 405 nm; activation, % at 8.5 µM; 0.11% of 330,000 active;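 active means activation above the mean of all tested compounds plus 3 SD, cut at about 21% in these data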;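 further: 0% = DMSO alone and 100% = DMSO wells spiked with extra 5 µM PC-3 D3A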
#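 Assay system – Procaspase-3 D3A mutant · Benchmarks – DMSO low control, extra-enzyme high control · Technique – 405 nm absorbance of p-nitroaniline, reads at 0 and 120 min · Doses – 8.5 µM nominal · Measure – % activation between DMSO and enzyme-spiked controls · Also added – Ac-DEVD-pNA chromogenic peptide substrate · Schedule – 1 h compound preincubation, 2 h substrate hydrolysis at 25 °C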
# AHR act: activators of human aryl hydrocarbon receptor; P35869; AHR-responsive luciferase reporter cells, luminescence; activation, % at 5 µM; 2.5% of 320,000 active; AID 2796; in the data active means activation above about 47%;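 further: 0% = vehicle wells and 100% = reference agonist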
# procasp7 counter: counter-screen for procaspase-3 activators: activators of human procaspase-7 | P55210 | recombinant procaspase-7, Ac-DEVD-pNA absorbance 405 nm; D23A/D198A/D206A triple mutant, cannot self-cleave; scale: DMSO 0, 5 µM enzyme 100 | activation, % at 8.5 µM | 0.093% of 330,000 active;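 active means percent activation above the screen-wide mean plus 3 SD, cut at about 25% in these data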
#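 buffer or medium = Zinc-free HEPES/NaCl buffer, pH 7.4 | material = Procaspase-7 triple mutant (PC-7 D3A) | input = 2 µM procaspase-7 mutant as dispensed | signal = Epi-absorbance of released pNA at 405 nm, two timepoints | timing = 1 h preincubation, 2 h reaction | replicates = singlicate compound testing | evaluation = % activation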
# EBNA-1 inhibitor: blocks EBNA-1 binding to DNA; AID 1950; EBNA-1 DNA binding, fluorescence polarization; 0.34% of 300,000 active; inhibition, % at 14.8 µM; in the data active means inhibition above about 28%
# ZTA DNA inh: blocks Epstein-Barr virus ZTA, an EBNA-1 counter-screen | P03206 | ZTA-DNA binding, fluorescence polarization | inhibition, % at 11 µM | 0.15% of 320,000 active | AID 2234; in the data active means inhibition above about 33%
# Numbers without * were called inactive; . = not tested or not shown; [ ] = another dose, or the depositor's remark.
item	SMILES	RPL19A TOR yeast	LAP4-GFP MLPCN	MEP2-GFP yeast	proCasp3 act
1	CC(=O)c1ccc(S(=O)(=O)N2CCN(c3nc4c(C)c(C)ccc4cc3C#N)CC2)cc1	100	99	104	-5
2	CO/N=C/C(c1ncc(C(F)(F)F)cc1Cl)S(=O)(=O)c1ccccc1 (stereo not given)	93	101	113	10
3	COC(=O)c1c(C(=O)OC)c(-c2ccc(Cl)c(Cl)c2)n2c1CCC2	90	96	94	2
4	Cc1cccc(S(=O)(=O)Nc2nc3ccccc3nc2OC(C)C)c1	102	96	92	-2
5	CCOC(=O)Cn1nnnc1CN(Cc1ccc(OC)cc1)Cc1cc2cc(C)cc(C)c2[nH]c1=O	98	95	101	-3
6	CC(NC(=O)C1CCN(S(=O)(=O)c2ccc3c(c2)NC(=O)CO3)CC1)c1ccccc1 (stereo not given)	101	102	110	2
7	Cc1ccc2c(c1)-n1c(nc3cc(Cl)ccc3c1=O)C(Cc1ccccc1)NC2=O (stereo not given)	99	95	97	10
8	COc1ccccc1N1CCN(CC(=O)Nc2c(C)n(C)n(-c3ccccc3)c2=O)CC1	104	94	105	7
9	CC(=O)/C(N=Nc1nc2c([nH]1)c(=O)n(C)c(=O)n2C)=C(\C)O	95	99	89	7
10	CCc1ccccc1NC(=S)N1CCN(c2ccccc2F)CC1	97	84	97	0
11	Cc1c(NC2=NC(C)(C)Cc3ccccc32)c(=O)n(-c2ccccc2)n1C	89	91	94	9
12	O=C(NNC(=O)c1ccccc1)C(=O)N1CCCCC1	100	102	100	10

item	AHR act	procasp7 counter	EBNA-1 inhibitor	ZTA DNA inh
1	-3	3	8	-3
2	-3	8	-11	1
3	0	-6	-1	-9
4	-1	7	14	8
5	0	2	7	0
6	1	-7	-7	-11
7	2	6	.	.
8	1	12	16	20
9	-4	1	-9	11
10	1	8	-4	-7
11	-1	7	7	17
12	1	3	-4	-3

# Reformatted: entries from further up.
5	CCOC(=O)Cn1nnnc1CN(Cc1ccc(OC)cc1)Cc1cc2cc(C)cc(C)c2[nH]c1=O
  RPL19A TOR yeast = 98	LAP4-GFP MLPCN = 95	MEP2-GFP yeast = 101	proCasp3 act = -3	AHR act = 0	procasp7 counter = 2	EBNA-1 inhibitor = 7	ZTA DNA inh = 0

6	CC(NC(=O)C1CCN(S(=O)(=O)c2ccc3c(c2)NC(=O)CO3)CC1)c1ccccc1 (stereo not given)
  RPL19A TOR yeast = 101	LAP4-GFP MLPCN = 102	MEP2-GFP yeast = 110	proCasp3 act = 2	AHR act = 1	procasp7 counter = -7	EBNA-1 inhibitor = -7	ZTA DNA inh = -11

7	Cc1ccc2c(c1)-n1c(nc3cc(Cl)ccc3c1=O)C(Cc1ccccc1)NC2=O (stereo not given)
  RPL19A TOR yeast = 99	LAP4-GFP MLPCN = 95	MEP2-GFP yeast = 97	proCasp3 act = 10	AHR act = 2	procasp7 counter = 6	EBNA-1 inhibitor = .	ZTA DNA inh = .

8	COc1ccccc1N1CCN(CC(=O)Nc2c(C)n(C)n(-c3ccccc3)c2=O)CC1
  RPL19A TOR yeast = 104	LAP4-GFP MLPCN = 94	MEP2-GFP yeast = 105	proCasp3 act = 7	AHR act = 1	procasp7 counter = 12	EBNA-1 inhibitor = 16	ZTA DNA inh = 20

# (cont.)
item	SMILES	RPL19A TOR yeast	LAP4-GFP MLPCN	MEP2-GFP yeast	proCasp3 act
13	Cc1cccc(OCC(=O)OC(C)C(=O)Nc2ccc(S(=O)(=O)N3CCCCC3)cc2)c1 (stereo not given)	88	96	86	3
14	CCc1cccc(NC(=O)CCC(=O)O)c1	110	92	104	7
15	O=S(=O)(c1cccs1)N1CN(C2CCCCC2)c2nc3ccccc3nc21	101	101	106	-2
16	Nn1c(SCC(=O)NC2CCCc3ccccc32)nnc1C1CC1 (stereo not given)	100	103	105	-1
17	CCOc1ccccc1NC(=O)CCc1nnc2ccc(N3CCC(C)CC3)nn12	100	101	97	6
18	CNS(=O)(=O)c1cc(Cl)ccc1Sc1ccccc1C(=O)O	106	114	103	13
19	COCCOC(=O)C1=C(C)N=C2SCCC(=O)N2C1/C=C/c1ccccc1 (stereo not given)	98	96	108	-3
20	Fc1ccc2cnc(-c3cccnc3)cc2c1	98	94	106	3
21	CC(=O)Nc1ccc(S(=O)(=O)N(C)CC(=O)Nc2ccccc2N2CCOCC2)cc1	105	108	101	4
22	COC(=O)[C@H]1[C@H](CCc2ccccc2)NC(=O)N(Cc2ccccc2)[C@@H]1C	102	102	83	3
23	O=C(NCc1cccs1)C(Cc1ccccc1)NS(=O)(=O)c1cccs1 (stereo not given)	100	101	111	2
24	Cc1cc(C(=O)NNC(=O)COc2ccccc2Cl)n[nH]1	103	95	101	-7

item	AHR act	procasp7 counter	EBNA-1 inhibitor	ZTA DNA inh
13	0	5	-21	3
14	-1	4	-2	-7
15	0	1	0	8
16	3	7	.	.
17	22	1	0	1
18	-2	4	2	8
19	1	5	8	2
20	89*	5	.	.
21	2	-4	5	8
22	-2	-5	3	-12
23	0	3	-6	-21
24	14	4	-14	0

# Next compounds
item	SMILES	RPL19A TOR yeast	LAP4-GFP MLPCN	MEP2-GFP yeast	proCasp3 act
25	CCN(CC)C(=O)Cn1cc(C(=O)C(=O)N2CCCc3ccccc32)c2ccccc21	103	92	99	-1
26	Cc1ccc(Cl)cc1NC(=O)COC(=O)CC1CC2CCC1C2 (stereo not given)	101	101	104	0
27	CCNc1nc(NCc2ccccc2)nc(Oc2ccc(=O)[nH]n2)n1	103	104	110	5
28	C=C1c2cc(C)ccc2NC(=O)N1c1ccc(C)cc1	96	89	98	-9
29	S=C(Nc1ccc(Br)cc1)N1CCN(C2CCCCC2)CC1	.	102	96	-4
30	COc1ccc(/C=N/NC(=O)c2cccc([N+](=O)[O-])c2)cc1OS(=O)(=O)c1ccccc1	99	105	100	6
31	Cc1ccc(Cn2c(Sc3nnc(C)s3)nc3c2c(=O)[nH]c(=O)n3C)cc1	98	101	96	-2
32	CCOc1c(Cl)cc(/C=N/NC(N)=S)cc1OC	108	94	107	2
33	CN1CCN(C(=O)CN2C(=O)COc3ccc(S(=O)(=O)N4CCOCC4)cc32)CC1	103	92	104	4
34	Cc1ccc(/C=N/N(C)C2=NS(=O)(=O)c3ccccc32)cc1	104	92	101	12
35	COc1ccc(OCCOc2ccccc2[N+](=O)[O-])cc1	99	89	95	7
36	CC(C)Nc1nnc(SC(C)C(=O)Nc2ccc(Cl)cn2)s1 (stereo not given)	103	95	103	0

item	AHR act	procasp7 counter	EBNA-1 inhibitor	ZTA DNA inh
25	70*	1	3	6
26	-1	-2	7	-15
27	0	-5	4	13
28	33	-12	-1	-7
29	1	-17	-15	12
30	3	9	-1	-4
31	6	-2	-9	-3
32	7	-6	9	6
33	-1	2	7	3
34	7	-6	-2	-5
35	-2	8	-2	-1
36	12	-3	-4	-22

# A draw from above in order of number of heavy atoms, lowest first.
item	SMILES	RPL19A TOR yeast	LAP4-GFP MLPCN	MEP2-GFP yeast	proCasp3 act
29	S=C(Nc1ccc(Br)cc1)N1CCN(C2CCCCC2)CC1	.	102	96	-4
26	Cc1ccc(Cl)cc1NC(=O)COC(=O)CC1CC2CCC1C2 (stereo not given)	101	101	104	0
27	CCNc1nc(NCc2ccccc2)nc(Oc2ccc(=O)[nH]n2)n1	103	104	110	5
33	CN1CCN(C(=O)CN2C(=O)COc3ccc(S(=O)(=O)N4CCOCC4)cc32)CC1	103	92	104	4
25	CCN(CC)C(=O)Cn1cc(C(=O)C(=O)N2CCCc3ccccc32)c2ccccc21	103	92	99	-1
30	COc1ccc(/C=N/NC(=O)c2cccc([N+](=O)[O-])c2)cc1OS(=O)(=O)c1ccccc1	99	105	100	6

item	AHR act	procasp7 counter	EBNA-1 inhibitor	ZTA DNA inh
29	1	-17	-15	12
26	-1	-2	7	-15
27	0	-5	4	13
33	-1	2	7	3
25	70*	1	3	6
30	3	9	-1	-4

# (continued)
item	SMILES	RPL19A TOR yeast	LAP4-GFP MLPCN	MEP2-GFP yeast	proCasp3 act
37	O=C(CN1CCC(Cc2ccccc2)CC1)NC(=O)NCc1ccccc1	96	95	105	-5
38	Clc1ccc2nc(-c3ccncc3)cc(-c3ccccc3)c2c1	91	88	90	-2
39	CNC(=O)c1cccc(NC(=O)c2cc(-c3ccccc3)nc3c2cnn3C(C)C)c1	99	103	98	-1
40	CC(C)(C)c1ccccc1NC(=O)c1cc(-c2ccncc2)nc2ccccc12	106	100	109	0
41	COc1ccccc1-c1cn(S(=O)(=O)c2ccc(F)cc2)nc1N	96	105	90	8
42	Cc1ccc(S(=O)(=O)NNC(=O)NC23CC4CC(CC(C4)C2)C3)cc1	101	102	110	3
43	CCOC(=O)N1CCN(C(=O)C2CCCN(Cc3nc(-c4ccc(Cl)cc4)oc3C)C2)CC1 (stereo not given)	97	97	100	-2
44	COc1ccc(C(=O)C2CCCN(C3Cc4ccccc4C3)C2)c(OC)c1 (stereo not given)	100	105	101	6
45	O=C(Nc1cccc(Cl)c1)Nc1ccccc1NS(=O)(=O)c1cccs1	105	100	112	9
46	CCCCOC(=O)Cn1c(=O)c2c(nc3n2CCCCN3c2ccc(C)cc2)n(C)c1=O	101	101	103	-9
47	Cc1ccccc1NC(=O)CCC(=O)N/N=C/c1cc([N+](=O)[O-])ccc1O	104	100	101	-3
48	COc1ccc(C2=Nc3ccc(Br)cc3C(c3ccccc3)N2CC(=O)NN)cc1 (stereo not given)	100	85	97	4

item	AHR act	procasp7 counter	EBNA-1 inhibitor	ZTA DNA inh
37	-2	-3	7	9
38	3	1	-11	8
39	3	-8	.	-4
40	52*	5	.	.
41	15	-1	9	0
42	-3	-4	1	-5
43	-2	8	-1	-11
44	1	-6	-5	2
45	24	-1	4	-9
46	9	6	-8	-8
47	7	-15	-5	-1
48	4	6	0	3

# The list goes on.
item	SMILES	RPL19A TOR yeast	LAP4-GFP MLPCN	MEP2-GFP yeast	proCasp3 act
49	O=C(CCNC(=O)c1ccccc1Cl)Nc1ccncc1	105	78	101	-7
50	CCOc1ccc(S(=O)(=O)N2CCC(C(=O)NCc3ccccc3CN3CCCC3)CC2)cc1	100	103	102	1
51	N#Cc1nc(Cc2ccccc2)oc1N1CCC(Cc2ccccc2)CC1	97	102	101	3
52	CCN(CC(=O)N1CCOCC1)S(=O)(=O)c1ccccc1	96	103	109	7
53	Cc1onc(-c2c(Cl)cccc2Cl)c1C(=O)N1CCN(c2ccc(F)cc2)CC1	102	110	95	8
54	COc1ccc(CN(C)C(=O)C23CC4CC(CC(Cl)(C4)C2)C3)c(OC)c1OC	100	107	102	0
55	COc1ccccc1OCCNC(=O)c1cc(SC)ccc1Cl	.	.	.	-2
56	O=C(CSc1n[nH]c(=O)n1Cc1ccccc1)Nc1ccc(F)c(F)c1F	47*[may fluoresce violet]	104[may fluoresce violet]	780*[may fluoresce violet]	0
57	O=C(CC1C(=O)NCCN1Cc1c(F)cccc1Cl)NCc1ccccc1 (stereo not given)	97	99	103	-2
58	CCCOc1ccccc1-c1nc(SCCC(=O)O)n[nH]1	98	90	103	0
59	O=C(NCCN1CCOCC1)c1cc(=O)[nH]c2ccc(Br)cc12	97	91	99	2
60	Cc1oc(-c2cccs2)nc1CN1CCC(C(=O)N2CCCC2)CC1	101	96	105	4

item	AHR act	procasp7 counter	EBNA-1 inhibitor	ZTA DNA inh
49	1	-4	-1	8
50	-1	9	.	-8
51	4	3	-26	-5
52	-1	-6	-5	8
53	0	-7	6	-14
54	6	-1	-3	-30
55	3	1	12	3
56	6	1	-8	3
57	1	-3	-1	-7
58	11	2	-2	11
59	-1	2	-7	7
60	1	6	9	17

# Compound activity: PubChem, several laboratories
